ATXN viability: viability counter-screen for ATXN expression inhibitors | Potency, µM (doses to about 56.7 µM), usual class: cytotoxic | AID 651635 | actives 0.49% (n = 400,000) | S2 cells (HEK-293 line with an ATXN2-luciferase reporter) viability, CellTiter-Fluor protease fluorescence, 24 h; further: potency means the concentration at half of the fitted maximal effect; nearly all actives have a fitted effect of over 40% in size
HepG2 viability: HepG2 cytotoxicity, counter-screen for TGF-b inhibitors. HepG2 CAGA-GFP viability, ATP luminescence, 18 h. Potency, µM (doses to about 46.1 µM), for inactives: top-dose activity change, negative = cytotoxicity, usual class: cytotoxic. actives 0.76% (n = 410,000); further: potency means the concentration at half of the fitted maximal effect; some results filed as inactive show a strong effect at the top dose
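HepG2 CAGA-GFP cells (1000/well, DMEM with 1% FBS) received compound, then TGF-beta at 500 pg/mL final, and were incubated 18 hours at 37 degrees C. Viability was read by CellTiter-Glo luminescence. Media-only wells were set as complete cell-killing and DMSO as no toxicity.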
TGFb SMAD3 inh: blocks TGF-b signaling; HepG2 CAGA-GFP TGF-b/SMAD3 reporter, GFP fluorescence, 18 h; TGF-beta stimulated, 500 pg/mL final; Potency, µM (top dose mostly 46.1 µM), for inactives: at the highest dose activity, negative = inhibition, most hits filed as inhibitors; actives 1.2% (n = 410,000); further: potency means the concentration at half of the fitted maximal effect; on the % scale 0 is the no-effect control and ±100 the full control effect; nearly all actives have a fitted effect of over 65% in size
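First, reporter cells (HEPG2 CAGA-GFP) rested 2 h at 37 degrees C. Next, compounds were pinned in and TGF-beta added to 500 pg/mL final. After 18 h, GFP was imaged per cell and summed per well.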
A549 viability: A549 cytotoxicity, counter-screen for Nrf2 inhibitors. actives 0.16% (n = 390,000). AID 504648. Potency, µM (titrated, usually from 46 µM), for inactives: at the highest dose activity change, negative = cytotoxicity, most hits filed as inhibitors. A549 ARE-Fluc cells, CellTiter-Fluor viability, 18-24 h; further: potency means the concentration at half of the fitted maximal effect; on the % scale 0 is the no-effect control and ±100 the full control effect
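A549 ARE_Fluc cells in 5% FBS OPTI-MEM were exposed to compounds in concentration-response for 18-24 h at 37 deg C. Viability was read by CellTiter-Fluor fluorescence (Ex 405/Em 525) after 30 min, before the luciferase read.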
Nrf2 block: inhibitors of Nrf2 signaling. A549 ARE-Fluc reporter, luciferase luminescence, 18-24 h. Potency, µM (highest dose often 46 µM), without a hit: at the highest dose activity change, negative = inhibition, actives largely listed as inhibitors. actives 2.1% (n = 360,000); further: potency means the concentration at half of the fitted maximal effect; on the % scale 0 is the no-effect control and ±100 the full control effect; nearly all actives have a fitted effect of over 60% in size
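Concentration-response testing used A549 ARE_Fluc cells at 5000 cells/well. Following an 18-24 h compound incubation, viability was read by fluorescence (Ex 405/Em 525) and luciferase output by luminescence.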
IL-1B inflam inh: blocks inflammasome-driven IL-1 beta release. AID 743279. actives 4.7% (n = 360,000). THP-1 LPS/ATP IL-1B secretion, AlphaLISA, 16 h; hits give low values. activity change, % at 57.5 µM; in the data active means activity change below about -50%; inconclusive means mostly about -30% to -49%; further: on the % scale 0 is the no-effect control and ±100 the full control effect
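THP-1 cells pretreated 1 hr with compounds (up to 57.5 uM final), then stimulated with LPS (250 ng/mL final) plus ATP (1.25 mM final); secreted IL-1B measured by AlphaLISA after 16 hr, decreased signal indicating inhibition.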
Nrf2 ARE act: Nrf2 pathway activation | Potency, µM (top dose mostly 46.1 µM), for the others: top-dose activation, hits mostly activators | actives 0.31% (n = 410,000) | AID 624171 | AREc32 ARE-luciferase reporter (MCF7-derived line), luminescence, 24 h; further: potency means the concentration at half of the fitted maximal effect; % of control where 0% means no effect; nearly all actives have a fitted effect of over 65% in size
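Luciferase luminescence (Steady-Glo, 30 min at room temperature) served as the read-out of ARE activation in AREc32 cells treated with compounds for 24 hr at 37 deg C.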
ATXN2 expr inh: inhibitors of ATXN2 expression; HEK-293 ATXN2-luciferase reporter, luminescence, 24 h; Potency, µM (doses to about 57 µM), inactives show at the highest dose activity change, negative = inhibition, most hits filed as inhibitors; actives 0.72% (n = 360,000); AID 1745845; further: potency means the concentration at half of the fitted maximal effect; on the % scale 0 is the no-effect control and ±100 the full control effect; nearly all actives have a fitted effect of over 55% in size
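qHTS (up to 57 uM final) was run with 24 h compound exposure of reporter cells at 37 °C. Each well was multiplexed: SteadyGlo luminescence measured ATXN2-luciferase expression after a fluorogenic Gly-Phe-AFC viability readout (25 uM final).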
MCF10A rereplic: induces DNA re-replication in MCF 10a normal breast cells; actives 2.9% (n = 350,000); Potency, µM (top dose mostly 46.1 µM), without a hit: top-dose activity, positive = re-replication, actives largely listed as activators; MCF 10A DNA re-replication, Hoechst nuclear intensity, 48 h; further: potency means the concentration at half of the fitted maximal effect; % of control where 0% means no effect; nearly all actives have a fitted effect of over 50% in size
Starred values were filed as active, the others as inactive; i = inactive; ? = inconclusive; · = not tested or not shown; [ ] = dose if it differs, or a comment. Unless noted, the call rests on the fitted dose curve; in most records, active means well fitted curve in the direction sought with a large enough effect; inconclusive means small, poorly fitted or top-dose-only effect, or another doubt; inactive means no such curve, though single readings can be large; an effect the other way counts as inactive or inconclusive.

SMILES | ATXN viability | HepG2 viability | TGFb SMAD3 inh | A549 viability | Nrf2 block | IL-1B inflam inh | Nrf2 ARE act | ATXN2 expr inh | MCF10A rereplic
O=C(Nc1cccc(-c2nnc(-c3ccccc3)o2)c1)C1CCCO1 (stereo unspecified) | ? | -24% | -15% | -5% | -19% | -23 | 2.6% | 1% | 2%
CCS(=O)(=O)N1CCC2(CC1)OC(=O)C(C)=C2C(=O)NCc1ccccc1C | i | -3% | -10% | -1% | ? | · | -0.6% | 15% | ·
CCN1CCCC1CNC(=O)c1ccc2c(c1)NC(=O)/C(=C\c1ccc(OC)c(OC)c1)S2 (stereo unspecified) | · | 13µM* | 13µM* | 3% | 6% | 26 | 6.9% | · | ?
COc1ccc(CN(C)C(C)C(=O)Nc2ccc(S(=O)(=O)N3CCOCC3)cc2)c(OC)c1 (stereo unspecified) | i | -2% | -10% | 7% | -14% | 14 | 0.5% | -18% | 0%
O=C(Cc1ccc2cccnc2c1)c1ccc(O)cc1O | i | -11% | 3% | 8% | 12% | 1 | 2.8% | 93%[activator] | 12%
Cc1[nH]c2ccccc2c1C1(O)C(=O)N(Cc2ccccc2Cl)c2ccccc21 (stereo unspecified) | i | -104% | ? | -7% | 11% | · | 5.0% | ? | ·
CCCCN1C(=O)C(CC(=O)NC2CCCCC2)CC(C(=O)N2CCOCC2)=C1C (stereo unspecified) | ? | 8% | -2% | · | · | 7 | -0.4% | 1% | ·
COc1cc2c(cc1OC)CN(C(=O)c1ccc(S(=O)(=O)N3CCCCC3)cc1)CC2 | i | -14% | -6% | -6% | -3% | -2 | 0.9% | 9% | 25%
COc1ccc(-c2nc(Cn3c(SCc4cccc(Cl)c4)nc4ccncc43)c(C)o2)cc1 | i | -36% | -42% | -16% | ? | · | 4.2% | -17% | ·
Nc1c(N(Cc2ccco2)C(=O)COc2ccccc2F)c(=O)[nH]c(=O)n1Cc1ccccc1 | ? | -4% | -9% | 20% | -11% | -6 | 4.9% | · | 20%
CN1CCC(=NNC(=O)c2cc(-c3ccc(Cl)cc3)n[nH]2)CC1 | i | 6% | -10% | -2% | 14% | 53 | 2.9% | 7% | 18µM*
CCn1c(SC)nnc1-c1ccc(S(=O)(=O)N2CCCCC2)cc1 | i | -16% | -3% | -3% | -4% | 40 | 0.2% | -6% | -1%
CCCCn1cnc2c(cnn2-c2ccc(Cl)cc2)c1=O | i | 21% | -5% | 0% | 1% | -9 | 2.5% | 21% | 10%
Cc1ccc(NC(=O)Cc2cc(C(=O)O)c3ccccc3n2)c(C)c1 | i | -53% | 8.9µM* | ? | 5.8µM* | -6 | 3.8% | · | ?
O=C(O)C1CCN(c2nc(-c3ccccc3)nc3c2oc2ccccc23)CC1 | i | -5% | -2% | -19% | ? | 7 | 3.3% | -1% | 12%
Cc1ccsc1CN(C)C(=O)c1ccc(Oc2ccccc2)cc1 | i | 0% | 6% | 1% | -7% | -3 | 0.6% | 6% | ?
O=C(COc1ccc(Cl)cc1Cl)NC(=S)N1CCCc2ccccc21 | ? | -26% | ? | 21% | 2% | -12 | 3.8% | 0% | 7%
CCn1c(=O)c2c(cnn2C)c2ccccc21 | i | -4% | -8% | 4% | ? | -5 | -0.5% | 13% | 2%
CNc1ccc(/C=C/C(=O)c2cccc3ccccc23)cc1[N+](=O)[O-] | ? | -1% | -23% | -21% | ? | -92* | 0.2% | ? | ?
Cc1c(/C=N/NC(=O)C(C)(C)Oc2ccc(Cl)cc2)cnn1C | ? | -2% | 10% | -7% | 5% | 1 | -0.9% | -25% | 3%
CC(c1ccccn1)N(Cc1ccco1)C(=S)Nc1cccc(F)c1 (stereo unspecified) | i | -7% | -1% | 3% | -10% | -2 | -0.2% | 0% | -12%
Cc1cccc(NC(=O)CSc2nc(-c3ccccc3)cn2-c2ccccc2)c1C | ? | -13% | ? | -5% | · | · | 5.9% | -10% | ·
COc1ccc(NC(=O)/C=C/C(=O)O)cc1Cl | i | -34% | 2% | 8% | -2% | -1 | 0.5% | -3% | -6%
CC1=N/C(=C\c2ccc([N+](=O)[O-])cc2)C(=O)N1c1ccc(Br)c(C)c1 | i | -8% | ? | 6% | 5% | -19 | 2.5% | 6% | ?
CCCCOc1ccc(N(CC(=O)NC2CCCCC2)C(=O)CCC(=O)Nc2ccccn2)cc1 | i | 6% | -3% | 0% | 14% | -20 | 0.1% | 8% | -1%

The closing 3 records of the section above lead into the next.
SMILES | ATXN viability | HepG2 viability | TGFb SMAD3 inh | A549 viability | Nrf2 block | IL-1B inflam inh | Nrf2 ARE act | ATXN2 expr inh | MCF10A rereplic
COc1ccc(NC(=O)/C=C/C(=O)O)cc1Cl | i | -34% | 2% | 8% | -2% | -1 | 0.5% | -3% | -6%
CC1=N/C(=C\c2ccc([N+](=O)[O-])cc2)C(=O)N1c1ccc(Br)c(C)c1 | i | -8% | ? | 6% | 5% | -19 | 2.5% | 6% | ?
CCCCOc1ccc(N(CC(=O)NC2CCCCC2)C(=O)CCC(=O)Nc2ccccn2)cc1 | i | 6% | -3% | 0% | 14% | -20 | 0.1% | 8% | -1%
CC1Cc2cc(S(=O)(=O)N(C)c3ccc(Br)cc3)ccc2N1C(=O)C1CC1 (stereo unspecified) | i | -26% | -30% | -3% | ? | · | 0.4% | 0% | ·
COC(=O)C1CC(O)CN1C(=O)Nc1cccc(C(F)(F)F)c1 (stereo unspecified) | i | 0% | 21% | 7% | -6% | -7 | -0.2% | 0% | 0%
CCOC(=O)c1c(NC(=O)CSc2nc3ccccc3o2)sc(C(C)=O)c1C | i | 3% | -15% | -1% | 19% | 1 | 2.3% | 28% | ?
O=C(COC(=O)c1ccc(Cl)nc1)Nc1c(Cl)cccc1C(F)(F)F | i | 2% | 13% | 3% | 8% | -2 | 1.2% | 9% | 3%
Cc1cccc(NC(=O)c2nc[nH]c2C(=O)NCCCCCNC(=O)OC(C)(C)C)c1 | · | -71% | ? | ? | 21µM* | -75* | -4.7% | ? | -3%
Cc1ccnc(NS(=O)(=O)c2ccc(NC(=O)C34CC5CC(CC(C5)C3)C4)cc2)n1 | i | -11% | -12% | -7% | -26% | 31 | -0.8% | -20% | -1%
O=C(CSc1nc2c([nH]c3ccccc32)c(=O)n1-c1ccccc1)N1CCCCC1 | · | -24% | -23% | 1% | · | · | -0.7% | · | ·
C=CCOc1cccn2c(N(C)C(=O)c3ccc(OC)cc3)c(CC)nc12 | i | -5% | 4% | · | · | 0 | -0.6% | 8% | ·
COc1cccc(NC(=O)CN(C)C(=O)c2cc(C)on2)c1 | i | -19% | 13% | -3% | -1% | 15 | -0.3% | 12% | 0%
C=CCn1c(=O)n(CCOC)c(=O)c2sc3ccccc3c21 | i | -26% | -27% | -2% | 7% | 7 | 4.3% | -1% | 0%
Cc1ccc(S(=O)(=O)N2CCN(C(=O)c3c(-c4ccccc4)noc3C)CC2)cc1 | i | -2% | 2% | 4% | 6% | 13 | -0.4% | -24% | 11%
COc1ccccc1NC(=O)CSc1nnnn1C | i | 2% | 21% | 9% | 12% | 15 | -0.6% | 11% | ?
C=CCNC(=O)c1ccc(Cn2cc(C(F)(F)F)ccc2=O)cc1 | i | 5% | 11% | -4% | 0% | 34 | -0.2% | 2% | -10%
CC(C)C[C@H](NC(=O)OCC1c2ccccc2-c2ccccc21)C(=O)O | i | -30% | -16% | -1% | ? | 8 | 0.7% | 29% | -4%
CC(C)[C@H](NC(=O)C1CCN(C(=O)[C@H](Cc2ccccc2)NC(=O)OC(C)(C)C)CC1)C(=O)O | i | -4% | 18% | 4% | 15% | 23 | -0.5% | -6% | -4%
CCOC(=O)C1CCN(C(=O)Cn2nc(C)n3nc(-c4ccc(CC)cc4)cc3c2=O)CC1 | i | -3% | 2% | 0% | -18% | 59 | -0.1% | -10% | 10%
Clc1ccc(-c2noc3ncnc(NCCCN4CCN(c5ccccc5)CC4)c23)cc1 | i | -39% | ? | -26% | -5% | · | 1.1% | -24% | ·
COc1cccc(CNC(=O)c2c3c(nc4ccccc24)C(=O)N(C2CCCCC2)C3)c1 | · | -4% | 2% | -3% | ? | · | 4.0% | · | ·
CN1CCN(c2nc3cc(N4CCOCC4)ccc3s2)CC1 | i | -13% | 4% | · | · | 30 | 3.4% | 17% | ·
COc1ccccc1CNC(=O)c1cc2c(C)nn(Cc3ccc(F)cc3)c2s1 | i | -10% | -2% | -9% | -1% | -52* | 2.8% | -10% | 3%
Cc1ccc(F)cc1NC(=O)c1sc2ncn(CC(=O)N3CCN(c4ccccn4)CC3)c(=O)c2c1C | i | -3% | ? | 1% | ? | -5 | 0.0% | · | 0%
O=C(Cc1ccccc1)Nc1ccccc1C(=O)N1CCCCC1 | i | -2% | 3% | -1% | 11% | 8 | -0.3% | 1% | 4%
CCOc1cc(N2CCOCC2)c(OCC)cc1NC(=O)CN1C(=O)NC2(CCCCC2)C1=O | i | -7% | -1% | -1% | -2% | -9 | 0.2% | 2% | ?
COc1ccccc1C(=O)n1nc(C)cc1C | i | -13% | ? | -3% | -7% | -6 | 0.0% | -7% | -3%
COc1cc(C2CC(=O)Nc3cc4c(cc32)OCO4)cc(OC)c1O (stereo unspecified) | i | -36% | -20% | 2% | 24% | · | 3.6% | -25% | ·
Oc1oc(-c2cccc3ccccc23)nc1/C=N/c1nccs1 | i | 0% | ? | -23% | ? | 4 | 9.5% | -13% | 17%
O=C(CNC(=O)c1cccc(F)c1)OCCOc1cccc(Cl)c1 | i | -11% | -21% | -3% | 4% | 4 | -0.3% | -1% | 2%
O=C(/C=C/c1ccc2c(c1)OCO2)c1ccc(F)cc1 | i | -15% | ? | 0% | ? | -74* | 8.1% | 24% | ?
Cc1nc(-c2ccc(S(=O)(=O)Nc3cc(F)ccc3F)cc2)co1 | i | -5% | -4% | 2% | ? | -9 | -0.7% | 10% | 3%
CCOc1ccc(NC(=O)C23CC4CC(C2)CC(c2ccccc2)(C4)C3)cc1 | i | -13% | ? | -3% | -18% | 3 | 0.3% | -3% | ?
